ST2 IL33 inh – blocks human ST2 binding to IL-33. Q01638. AlphaLISA ST2-Fc/biotin-IL-33 interaction, 1 h. inhibition, % for hits at 17 µM. hit rate 2.3% among 78,000. AID 1259354; in the data active means inhibition above about 30%; inconclusive means mostly about 10% to 28%
Target sequence (Q01638 whole entry, looked up): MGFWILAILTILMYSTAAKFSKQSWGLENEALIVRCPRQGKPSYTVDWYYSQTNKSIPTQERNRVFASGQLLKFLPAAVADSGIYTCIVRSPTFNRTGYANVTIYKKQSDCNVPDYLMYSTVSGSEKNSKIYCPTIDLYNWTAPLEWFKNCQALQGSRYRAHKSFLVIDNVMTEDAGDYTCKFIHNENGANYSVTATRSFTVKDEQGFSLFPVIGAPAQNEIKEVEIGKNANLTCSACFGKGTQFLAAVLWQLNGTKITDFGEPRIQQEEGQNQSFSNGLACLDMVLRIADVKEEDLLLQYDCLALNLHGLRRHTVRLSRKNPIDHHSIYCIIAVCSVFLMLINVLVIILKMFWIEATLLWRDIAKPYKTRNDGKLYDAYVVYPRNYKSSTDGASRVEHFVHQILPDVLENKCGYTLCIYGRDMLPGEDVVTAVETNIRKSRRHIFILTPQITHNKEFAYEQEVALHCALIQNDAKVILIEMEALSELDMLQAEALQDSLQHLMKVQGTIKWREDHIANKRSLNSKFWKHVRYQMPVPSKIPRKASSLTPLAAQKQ
* marks the source's active call; other numbers are inactive results; i = inactive; ? = inconclusive. These rows are one share of the data (hit frequency here may not be typical).

SMILES | ST2 IL33 inh
Cc1cc(O)ccc1N1C(=O)c2ccc([N+](=O)[O-])cc2C1=O | ?
Cc1cc(Sc2nccn2C)c2ccccc2n1 | i
N#Cc1nc(-c2ccc(F)cc2)oc1N1CCOCC1 | i
O=C(NC[C@H]1O[C@@H](CO)[C@@H](O)[C@H]1N1CCN(c2ccc(F)cc2)CC1)C1CCCC1 | i
O=C1CCCC2=C1C(c1cccc(Br)c1)C1=C(CCCC1=O)N2 | ?
Cc1cccc(NS(=O)(=O)c2cccc3nsnc23)c1C | i
COc1cc(OC)cc(C(=O)Nc2cccc(-c3nc4cc(Cl)ccc4o3)c2C)c1 | i
CN(C)CCN(Cc1cccs1)C(=O)Cn1nc(-c2ccc(Cl)cc2)ccc1=O | i
Cc1ccccc1C(=O)Nc1ccc2nc(SCC(=O)N3CCOCC3)sc2c1 | i
C=CCOc1nc(-c2ccncc2)nc2ccccc12 | i
O=C(COc1ccccc1)N1CCN=C1SCc1ccccc1F | i
O=C(CC1SC(=Nc2ccccc2)N(c2ccccc2)C1=O)Nc1ccc([N+](=O)[O-])cc1 (stereo not given) | ?

Another view of some results above:
> O=C(NC[C@H]1O[C@@H](CO)[C@@H](O)[C@H]1N1CCN(c2ccc(F)cc2)CC1)C1CCCC1
  ST2 IL33 inh: i

> O=C(COc1ccccc1)N1CCN=C1SCc1ccccc1F
  ST2 IL33 inh: i

> N#Cc1nc(-c2ccc(F)cc2)oc1N1CCOCC1
  ST2 IL33 inh: i

> Cc1ccccc1C(=O)Nc1ccc2nc(SCC(=O)N3CCOCC3)sc2c1
  ST2 IL33 inh: i

Other entries follow.
SMILES | ST2 IL33 inh
Cc1cc(F)ccc1NC(=O)C(C)NC(=O)Cc1nonc1C (stereo not given) | i
COc1ccc(/C=C2/SC(=O)NC2=O)cc1[N+](=O)[O-] | ?
Cc1[nH]nc2c1C(c1cccc(Cl)c1)CC(=O)N2 (stereo not given) | i
O=C(C[C@@H]1O[C@H](CNC(=O)c2cccc(F)c2)[C@@H](O)[C@H]1O)NC1CC1 | i
Cc1cc(Cl)ccc1NC(=O)CSc1cccc2cccnc12 | i
CC(C)Cc1cc(C(=O)N2CCOC(CCCc3ccccc3)C2)n[nH]1 (stereo not given) | i
CC1CC(=O)Nc2cc([N+](=O)[O-])ccc2N1 (stereo not given) | i
CCOc1ccc(CNc2ccc3c(c2)ncn3CC)cc1 | ?
CCN(Cc1noc(CC(C)C)n1)C(=O)c1cccc(=O)[nH]1 | i
COc1cccc(NC(=O)O[C@@H]2CO[C@H]3[C@@H]2OC[C@@H]3Nc2nccc(-c3ccc4c(c3)OCO4)n2)c1 | ?
Cc1ccc(C)c(Oc2coc3cc(O)ccc3c2=O)c1 | i
COc1ccc(N2C(=O)CSC2c2cc(Br)ccc2OC)cc1 (stereo not given) | i
O=C(c1ccc2snnc2c1)N1CCN(c2ccccc2)CC1 | i
Cc1ccc(-c2cn(-c3cc(C)ccc3C)c(=O)[nH]2)cc1 | i
O=C1NC(c2cccc([N+](=O)[O-])c2)=CCN1c1ccccc1O | i
CC1=NN(C(=O)Cc2ccc([N+](=O)[O-])cc2)C(O)(C(F)(F)F)C1 (stereo not given) | i
COc1ccc(C2CC(c3ccccc3Cl)n3nc(N)nc3N2)cc1 (stereo not given) | i
Cc1ccc(-n2c(SCC(=O)N3CCCCC3)nc3c(c2=O)SCC3)cc1 | i
O=C(CCCn1cnc([N+](=O)[O-])n1)Nc1c(F)cc(F)cc1Br | ?
O=C(CN1CC(c2ccccc2)CC1=O)N1CCC(OCc2ccccc2)CC1 (stereo not given) | i
CCc1nccn1S(=O)(=O)c1cc(Cl)ccc1OC | i
CCOc1cc(CN2CCCN(C)CC2)ccc1OC | i
Cc1cccc2[nH]c(CN(C)C(=O)c3cn(CC4CCCNC4)nn3)nc12 (stereo not given) | i
COc1cccc(C(=O)Nc2c3c(nn2-c2cccc(C)c2C)CS(=O)C3)c1 (stereo not given) | i
NC1=C(N2CCCCC2)C(=O)c2ccccc2C1=O | 71.0%*
Cc1ccc(S(=O)(=O)N2CCN(c3nc(C)cc(N4CCN(C)CC4)n3)CC2)c(C)c1 | ?
C(=C\c1ccccc1)/CN1CCN(C(c2ccccc2)c2ccccc2)CC1 | ?
COc1cc2c(cc1OC)C(COc1ccc3c(C)cc(=O)oc3c1)N(C(=O)C(C)(C)C)CC2 (stereo not given) | i
c1cnn(CCCNc2ccc(-c3nc(C4CC4)no3)cn2)c1 | i
CC1(C)C(c2ccccc2)=[N+]([O-])C(c2ccccc2[N+](=O)[O-])N1O (stereo not given) | i
Cc1ccccc1-n1nc2c(c1NC(=O)C(C)(C)C)CSC2 | i
Cc1ccc(CSC2=NCCN2C(=O)c2cc3ccccc3o2)cc1 | ?
CCOC(=O)C1(Cc2ccccc2Cl)CCN(C(=O)CCc2ccccc2)CC1 | i
CC(=O)N[C@@H](CS)C(=O)O | i
Cc1ccccc1NC(=O)c1ccc(C)c(S(=O)(=O)Nc2cccc(Br)c2)c1 | i
Cc1ccc(-c2noc(CCC(=O)Nc3ccc(C)cc3Br)n2)cc1 | i
CC(C)CNc1nc(-c2ccccc2)nc2ccccc12 | i
Cc1ccc(C)c(NC(=O)C2CCCC2)c1 | i
O=C(CN1C(=O)c2cccc([N+](=O)[O-])c2C1=O)Nc1ccc(OC(F)(F)F)cc1 | i
N#Cc1c(NC(=O)c2noc3c2CCCCC3)sc2c1CCCC2 | i
O=C(NCc1ccc(F)cc1)c1noc2c1CCCC2 | i
CN1CCC(Cc2noc(C[C@@H]3C[C@@H]4C=C[C@H]3C4)n2)CC1 | i
CCS(=O)(=O)N1CCN(c2c(Cl)cccc2[N+](=O)[O-])CC1 | i
CCOC(=O)C1CCCN(C(=O)CC2(c3ccccc3)CC(=O)N(CCc3ccccn3)C2=O)C1 (stereo not given) | i
CC(C)NC(=O)[C@@H]1C[C@H](N)CN1C(=O)c1cccc2c3c([nH]c12)CCCC3 | ?
O=C(CNS(=O)(=O)c1ccc(Br)s1)N1CCN(c2ccccc2)CC1 | i
CC1CCCC(NC(=O)c2cc(=O)[nH]c3ccc(S(=O)(=O)N4CCCCC4C)cc23)C1C (stereo not given) | i
O=C(c1c(Cl)cccc1Cl)N1CCN(c2ccc([N+](=O)[O-])cc2)CC1 | i
CC(=O)c1c(C)oc2ccc(N(C(=O)c3ccccc3)S(=O)(=O)c3ccc(C)cc3)cc12 | i
Cc1c(Cl)cccc1NS(=O)(=O)c1ccc2[nH]cc(C(=O)N3CCCCCC3)c(=O)c2c1 | i
O=C(NCc1ccc2c(c1)OCO2)[C@H](CSCc1ccccc1)N1Cc2ccccc2C1=O | i
COC(=O)CNS(=O)(=O)c1ccc(OC)cc1 | i
CCc1ccccc1NC(=O)c1cc2cc3ccc(OC)cc3nc2o1 | ?
CC(=O)Nc1cccc(C(=O)Nc2ccccc2Cl)c1 | i
COc1ccccc1/C=C/CN1CCNC(=O)C1CC(=O)NCc1ccc2c(c1)CCN2C (stereo not given) | i
CCSc1nnc2c(n1)[nH]c1ccc(CC)cc12 | i
COc1cc(/C=C2/SC(=Nc3ccccc3)NC2=O)ccc1OCC#N | 32.0%*
COc1ccc(Oc2c(C(F)(F)F)oc3cc(OC)ccc3c2=O)cc1 | i
Clc1ccccc1-c1nc2nnnn2c2ccc(Br)cc12 | i
O=C1C2CCCN2C(c2ccco2)N1c1ccc(Cl)c(Cl)c1 (stereo not given) | i

Going on with the list:
SMILES | ST2 IL33 inh
Cn1c(SCC(=O)NC2CCCCC2)nc2c([nH]c3ccccc32)c1=O | i
O=S(=O)(Nc1ccc(S(=O)(=O)Nc2ccc(F)cc2)cc1)c1ccccc1 | i
COc1ccc2[nH]c(=O)c3c(c2c1)OC(C)(C)C=C3 | i
O=C(COc1ccccc1)N(c1ccc(Br)cc1)C1C=CS(=O)(=O)C1 (stereo not given) | i
NS(=O)(=O)c1ccc(NC(=O)CN2C(=O)S/C(=C/c3ccccc3)C2=O)cc1 | i
CCCCOC(=O)C1=C(C)Nc2ncnn2C1c1ccccc1OCC (stereo not given) | i
CCC(NC1CCCC1)c1ccc(S(C)(=O)=O)cc1 (stereo not given) | ?
Cc1cc(C)cc(Oc2ncnc(N)c2[N+](=O)[O-])c1 | i
O=C(OCCN1CCOCC1)c1ccc(O)c(O)c1 | ?
COC(=O)CSc1nnc2c3c4c(sc3nc(C)n12)CCCC4 | ?
CCOC(=O)C1(CCc2ccccc2)CCCNC1 (stereo not given) | i
COCCNC(=O)c1cccc(OC2CCN(Cc3cn(C)c4ccccc34)CC2)c1 | ?
COCCNC(=O)c1ccc(OC2CCN(CC3=CC[C@H]4C[C@@H]3C4(C)C)CC2)c(Cl)c1 | i
C(CNC1C2CC3CC(C2)CC1C3)CN1CCOCC1 (stereo not given) | i
O=C(Nc1cccc(Cl)c1)c1ccc(C(F)(F)F)cc1 | i
CCn1c(C2CCN(C(=O)COCC(F)(F)C(F)F)CC2)n[nH]c1=O | i
Cc1c(C(=O)N2CCOCC2)oc2ccc(S(=O)(=O)N3CCCCCC3)cc12 | i
Cn1cnnc1SCc1cn2cc(Cl)ccc2n1 | i
COc1ccc2cc3cc(C(=O)N4CCCC(C)C4)oc3nc2c1 (stereo not given) | i
Cc1ccc(S(=O)(=O)NCCCC(=O)O)cc1 | i
O=C(O)c1ccc(Nc2nc(-c3ccncc3)cs2)cc1 | i
COc1ccc2cc3cc(C(=O)NCC4CCCO4)sc3nc2c1 (stereo not given) | i
CC1(C)Nc2ccccc2C(=O)N1c1ccc(Br)cc1 | ?
CCC(=O)NCc1nc2cccnc2n1CCOC | i
O=C(c1cc(-c2ccc3c(c2)OCO3)on1)N1CCCc2ccccc21 | i
CCOC(=O)CNc1ccccc1C(=O)N1CCCCCCC1 | i
CCN1C(=O)C2CCCCN2c2ccc(C(=O)N3CCN(c4ccccc4)CC3)cc21 (stereo not given) | i
CCOC(=O)C1(CCCc2ccccc2)CCN(C(=O)CC2CCS(=O)(=O)C2)CC1 (stereo not given) | i
CC1COc2c(F)c(F)cc3c(=O)c(C(=O)O)cn1c23 (stereo not given) | i
CN(C)CCN(C)Cc1ccsc1 | i
Oc1c(C=Nc2cccc(Cl)c2)[nH]c2ccc(Br)c(Cl)c12 | ?
CC1=NN(c2nc3ccccc3s2)C(=O)C1 | i
COc1cc2c(cc1CN1CCOC(CN)C1)OCCCO2 (stereo not given) | ?
O=c1c2ccccc2ncn1CCCOc1ccc(Cl)cc1Br | i
OCCNc1ncnc2ccc(Br)cc12 | i
O=C(O)CCCNS(=O)(=O)c1ccc2c(c1)OCCO2 | i

Reformatted field by field: part of the list above.
CN(C)CCN(C)Cc1ccsc1
  ST2 IL33 inh: i
O=c1c2ccccc2ncn1CCCOc1ccc(Cl)cc1Br
  ST2 IL33 inh: i
O=C(O)CCCNS(=O)(=O)c1ccc2c(c1)OCCO2
  ST2 IL33 inh: i

Additional records follow:
SMILES | ST2 IL33 inh
COc1cc(-c2cnnc(NCCCN3CCCC3=O)n2)cc(OC)c1OC | i
CN(C(=O)C1CC1)C(Cc1ccc(F)cc1F)C1CCN(C(=O)/C=C/c2cccs2)CC1 (stereo not given) | i
Cc1ccc(S(=O)(=O)Cc2noc([C@@H]3C[C@@H](O)CN3CC3CCCCC3)n2)cc1 | ?
Cc1ccc2oc(C(=O)N(C)Cc3cccc4cnccc34)c(C)c2c1 | i
O=C(NCc1ccc(F)cc1Cl)c1ccc2c(c1)NC(=O)C(N1CCOCC1)S2 (stereo not given) | i
C=C(C)COc1ccc(C(=O)N2CC[C@H](O)C[C@@H]2C(=O)O)cc1 | i
COc1ccc2cc(-c3[nH]ncc3CN3CCC(c4ccncc4)CC3)ccc2c1 | ?
CC(=O)N1c2ccccc2C(N(C(=O)CN2C(=O)c3ccccc3C2=O)c2ccccc2)CC1C (stereo not given) | i
CCOc1ccc(C2OC(=O)Cc3cc(OCC)c(OCC)cc32)cc1 (stereo not given) | i
O=C(NC1CCCCCC1)C1CCC(CNS(=O)(=O)c2cccc3nsnc23)CC1 (stereo not given) | i
COc1cc(NC(=O)[C@@H]2C[C@@H]2c2ccccc2)c(OC)cc1Cl | i
CCc1cc2c(=O)c(-c3ccc4c(c3)OCO4)coc2cc1OC(C)=O | i
CCCCCOc1ccc(/C=c2\sc3nc(=O)c(C)nn3c2=O)cc1 | i
O=C(Cn1nnc2ccccc21)c1ccc([N+](=O)[O-])cc1 | i
COc1ccc(Nc2cc(C)nc(Nc3ccc(NC(=O)C(C)C)cc3)n2)cc1 | ?
O=C(Cc1cccs1)N1CCN(c2ccccn2)CC1 | i
O=C1N=C(N2CCOCC2)S/C1=C/c1ccc(F)cc1 | i
Cc1ccnn2c(-c3ccccc3)c3c(=O)n(C)c(=O)n(C)c3c12 | i
CC(=O)Nc1ccc(CN2CC[C@H](c3nnc(C(C)(C)C)o3)C2)cc1 | i
COc1ccc(OC)c(N(CC(=O)N(C)C)S(=O)(=O)c2ccccc2)c1 | i
C[C@H]1[C@@H]2[C@@H](O)C([C@H](C)C(=O)N3CCCCC3)CC[C@@]2(C)CC[C@@H]1NC(=O)Cc1ccccc1 (stereo not given in full) | i
c1csc(-c2nccn2Cc2ccccc2Cn2cccn2)c1 | i
COc1ccc(/C=C/C(=O)N2CCC[C@@H]3CN(Cc4cccs4)CC[C@H]32)cc1OC | ?
CCn1c(C2CCCN(Cc3ccc(-n4cncn4)cc3)C2)nn(C)c1=O (stereo not given) | i
COc1ccc(NC(=O)N[C@H]2C[C@@H](c3nc(-c4ccc(OC)cc4)no3)N(C)C2)cc1 | i

Bioassay records from PubChem.
